Source: PubChem BioAssay
EPAC2 ag: qHTS for Agonist of cAMP-regulated guanine nucleotide exchange factor 4 (EPAC2): primary screen; Rap guanine nucleotide exchange factor 4 (Homo sapiens), Q8WZA2; EPAC2 activation, biochemical qHTS; response scale: 100% = 6.5 mM cAMP response; Potency, µM (series often up to 154 µM), inactives show top-dose activation, hits mostly activators; actives 0.079% (n = 360,000); AID 720711, 2013; further: potency means the concentration at half of the fitted maximal effect; nearly all actives have a fitted effect of over 50% in size
Target sequence (Q8WZA2 whole entry, looked up): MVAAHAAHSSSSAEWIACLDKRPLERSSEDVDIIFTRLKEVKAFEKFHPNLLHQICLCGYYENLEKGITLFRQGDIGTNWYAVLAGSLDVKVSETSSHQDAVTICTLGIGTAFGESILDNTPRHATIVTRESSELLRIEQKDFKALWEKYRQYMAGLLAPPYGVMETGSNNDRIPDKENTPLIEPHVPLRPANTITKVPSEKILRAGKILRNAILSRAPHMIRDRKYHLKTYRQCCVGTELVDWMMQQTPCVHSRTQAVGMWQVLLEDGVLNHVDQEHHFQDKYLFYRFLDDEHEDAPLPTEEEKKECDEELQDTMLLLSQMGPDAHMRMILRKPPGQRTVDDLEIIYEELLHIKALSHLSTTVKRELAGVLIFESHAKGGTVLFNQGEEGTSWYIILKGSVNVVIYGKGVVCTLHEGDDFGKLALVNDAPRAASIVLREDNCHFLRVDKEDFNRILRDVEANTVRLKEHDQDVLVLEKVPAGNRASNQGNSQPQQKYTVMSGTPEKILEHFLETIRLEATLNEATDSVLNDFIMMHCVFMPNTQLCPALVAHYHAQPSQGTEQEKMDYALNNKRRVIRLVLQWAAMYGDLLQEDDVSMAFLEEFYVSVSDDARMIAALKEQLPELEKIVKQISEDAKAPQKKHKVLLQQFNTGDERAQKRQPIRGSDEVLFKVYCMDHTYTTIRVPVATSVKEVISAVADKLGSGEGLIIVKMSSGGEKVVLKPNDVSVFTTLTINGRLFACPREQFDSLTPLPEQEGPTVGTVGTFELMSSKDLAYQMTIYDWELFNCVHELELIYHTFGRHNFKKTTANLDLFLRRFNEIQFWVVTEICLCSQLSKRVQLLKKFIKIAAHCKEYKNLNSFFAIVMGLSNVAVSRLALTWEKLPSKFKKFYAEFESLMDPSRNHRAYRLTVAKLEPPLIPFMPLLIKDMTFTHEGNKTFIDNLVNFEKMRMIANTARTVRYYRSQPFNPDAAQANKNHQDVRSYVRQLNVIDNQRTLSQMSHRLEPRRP
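Nucleotide exchange monitored as fluorescence drop when BODIPY-GDP leaves Rap1B. Reaction: 100 nM EPAC2, 250 nM RAP1B-BODIPY-GDP, 50 uM GDP, room temperature, kinetic read over 30 min. Activity expressed relative to 6.5 mM cAMP.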
Nrf2 ARE act: qHTS of Nrf2 Activators | Potency, µM (titrated, usually from 46.1 µM), inactives show top-dose activation, usual class: activators | AID 624171, 2012 | AREc32 ARE-luciferase reporter (MCF7-derived line), luminescence, 24 h | actives 0.31% (n = 410,000); further: potency means the concentration at half of the fitted maximal effect; % of control where 0% means no effect; nearly all actives have a fitted effect of over 65% in size
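Reporter line AREc32 (ARE-Fluc), seeded overnight in OPTI-MEM with 5% FBS; compound pin-transferred, 24 hr at 37 deg C, 5% CO2; luminescent read-out.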
EPAC2 antag: qHTS for Antagonist of cAMP-regulated guanine nucleotide exchange factor 2 (EPAC2): primary screen | Rap guanine nucleotide exchange factor 4 (Homo sapiens), Q8WZA2 | EPAC2 GEF exchange of Rap1B-BODIPY-GDP, fluorescence | Potency, µM (highest dose often 114 µM), for inactives: top-dose activity, negative = inhibition, hits mostly inhibitors | actives 0.18% (n = 360,000); further: potency means the concentration at half of the fitted maximal effect; on the % scale 0 is the no-effect control and ±100 the full control effect; nearly all actives have a fitted effect of over 45% in size; many of its hits are not listed in these tables
TGFb inhibitor: qHTS for Inhibitors of TGF-b | HepG2 CAGA-GFP TGF-b/SMAD3 reporter, GFP fluorescence, 18 h; TGF-beta stimulated, 500 pg/mL final | AID 588855, 2011 | Potency, µM (highest dose often 46.1 µM), inactives show at the top dose activity, negative = inhibition, hits mostly inhibitors | actives 1.2% (n = 410,000); further: potency means the concentration at half of the fitted maximal effect; on the % scale 0 is the no-effect control and ±100 the full control effect; nearly all actives have a fitted effect of over 65% in size
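GFP signal (ex488/em500-530) from TGF-beta-stimulated HEPG2 CAGA-GFP cells, 500 pg/mL final, 18 h at 37 degrees C in DMEM plus 1% FBS, normalized to unstimulated and DMSO-stimulated controls.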
CCT modulator: High-Throughput Screening for Modulators of Cytosolic Chaperonin Activity; AID 651819, 2012; actives 0.3% (n = 360,000); activity change, % (no concentration beside the values), hits read low; purified chaperonin ATPase assay, HTRF ADP detection, 30 min; in the data active means activity change below about -30%; further: on the % scale 0 is the no-effect control and ±100 the full control effect
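TRiC (40 or 20 nM final, by batch activity) in 30 mM Tris pH 7.4, 100 mM KCl, 5 mM MgCl2, 1 mM DTT was treated with compound at 76 uM single dose, then 10 uM ATP, 30 min at 37 °C. ADP was read by HTRF Transcreener.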
Nrf2 block: Nrf2 qHTS screen for inhibitors. Potency, µM (doses to about 46 µM), for inactives: top-dose activity change, negative = inhibition, actives largely listed as inhibitors. actives 2.1% (n = 360,000). A549 ARE-Fluc reporter, luciferase luminescence, 18-24 h. AID 504444, 2011; further: potency means the concentration at half of the fitted maximal effect; on the % scale 0 is the no-effect control and ±100 the full control effect; nearly all actives have a fitted effect of over 60% in size
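A549 ARE_Fluc cells, 5000/well, 5% FBS OPTI-MEM; compounds in dose-response, 18-24 h at 37 °C/5% CO2; CellTiter-Fluor viability read (Ex 405/Em 525), then BugLite luciferase luminescence = Nrf2 activity.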
pAkt inh: HTS Assay for Inhibitors of Akt Phophorylation: Primary Screen; Neuro2A IGF-stimulated pAkt S473 HTRF, 20 min; active compounds read low; activity change, % for hits at 50 µM; actives 0.32% (n = 360,000); AID 651550, 2012; in the data active means activity change below about -80%; inconclusive means mostly about -51% to -80%; further: on the % scale 0 is the no-effect control and ±100 the full control effect
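Neuro2A cells (4,500/well, DMEM with 0.5% FBS) were treated with compound at a single 50 µM final concentration, stimulated with 6 nM IGF for 20 min at 37 °C, and lysed. Phospho-Akt Ser473 was read by HTRF as 665/615 ratio ×10^4.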
MmCpn inh: Inhibitors of TCP-1 ring complex (TRiC) of Methanococcus maripaludis (MmCpn): qHTS; Chaperonin Mm-Cpn (Methanococcus maripaludis); actives 0.031% (n = 330,000); purified Mm-Cpn ATPase, ADP Transcreener TR-FRET; Potency, µM (top dose mostly 76.9 µM), inactives show at the highest dose activity, negative = inhibition, actives largely listed as inhibitors; further: potency means the concentration at half of the fitted maximal effect; on the % scale 0 is the no-effect control and ±100 the full control effect; nearly all actives have a fitted effect of over 80% in size
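ATPase turnover read by TR-FRET ADP competition (Eu cryptate antibody/ADP-d2, 665/590 nm): 10uM ATP final, 25nM Mm-CPN final, 30 min 37degC after 10-min compound preincubation, pH 7.4 Tris/KCl/MgCl2/DTT buffer.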
A549 tox: Nrf2 qHTS screen for inhibitors: counterscreen for cytotoxicity. AID 504648, 2011. A549 ARE-Fluc cells, CellTiter-Fluor viability, 18-24 h. Potency, µM (titrated, usually from 46 µM), for the others: top-dose activity change, negative = cytotoxicity, hits mostly inhibitors. actives 0.16% (n = 390,000); further: potency means the concentration at half of the fitted maximal effect; on the % scale 0 is the no-effect control and ±100 the full control effect
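Cytotoxicity counterscreen: CellTiter-Fluor fluorescence was measured in A549 ARE_Fluc cells after 18-24 h of compound exposure in a concentration series. The subsequent BugLite luminescent read reports ARE-luciferase activity.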
* marks the source's active call; other numbers are inactive results; i = inactive; u = inconclusive; x = not tested or not shown; & = joins results of further samples; [ ] = remark or other dose. Unless noted, the call rests on the fitted dose curve; in most records, active means well fitted curve in the direction sought with a large enough effect; inconclusive means small, poorly fitted or top-dose-only effect, or another doubt; inactive means no such curve, though single readings can be large; an effect the other way counts as inactive or inconclusive.

structure,EPAC2 ag,Nrf2 ARE act,EPAC2 antag,TGFb inhibitor,CCT modulator,Nrf2 block,pAkt inh,MmCpn inh,A549 tox
CCN(CC(=O)Nc1ccc(OC)cc1)C(=O)CSCC(=O)Nc1ccc(C)cc1,1%,-1.4%,1%,12%,2.4,6%,i,2%,-2%
COc1ccc(CNC(=O)C(=O)NCC(c2cccnc2)N2CCN(c3ccccc3)CC2)cc1 (stereo not given),x,-1.1%,x,u,x,6%,x,x,-11%
O=C1CS/C(=N/N=C/c2ccco2)N1Cc1ccc(F)cc1,9%,29%,0%,-21%,-7.0,18%,i,-3%,19%
O=C(Cc1cccs1)Nc1nnc(-c2ccc(F)cc2)s1,4%,0.7%,-7%,-20%,-8.8,4%,i,-4%,2%
CCC1CCC(N2CCN(c3ccccc3F)CC2)CC1 (stereo not given),15%,-0.5%,1%,-22%,1.0,9%,i,0%,-17%
CCN(CC)CCCNC(=O)CCC(=O)Nc1ccc2nc(N3CCCCC3)cc(C)c2c1,10%,3.7%,3%,-5%,-1.0,29%,i,-1%,-12%
CCS(=O)(=O)c1nc2ccccc2n1Cc1ccccc1Cl,16%,-0.1%,-24%,-15%,-2.2,12%,i,0%,2%
CCOc1ccc(-c2csc(/C(C#N)=C/c3ccc(Br)cc3)n2)cc1,x,-1.3%,x,-9%,x,-12%,x,x,6%
COC(=O)C1=C(C)N(C)C(=S)NC1c1cc(OC)ccc1OC (stereo not given),2%,-0.2%,13%,-1%,3.1,17%,i,2%,7%
O=C(CCCSc1nc2ccccc2[nH]1)NC1CCCCC1,5%,-0.4%,8%,-9%,-2.0,-14%,i,-5%,2%
COc1ccc(CCN(C)C(=O)CNC(=O)c2ccc3c(c2)OCO3)cc1OC,1%,0.8%,-11%,-9%,-0.3,-16%,i,1%,-4%
Cc1cc(O)ccc1-c1cccc2nccn12,-7%,0.5%[9.22 µM],-10%,u,-0.1,x,i,x,x
O=C(CSc1nnc(CN2CCOCC2)n1-c1ccc(Cl)cc1)Nc1ccc2c(c1)OCO2,12%,-0.5%,-1%,5%,-3.2,u,i,0%,u
N=C1S/C(=C\c2ccccc2)C(=O)N1c1ccc(F)cc1,9%,-0.1%,1%[57.1 µM],11%,6.6,3%,i,1%,6%
CN1CCN(C(=O)c2cc3c(c(-c4cccc(-c5cc6ccccc6o5)c4)n2)[C@H](CCO)N(S(=O)C(C)(C)C)C3)CC1 (stereo not given in full),-1%,1.4%,0%,-11%,1.2,x,i,x,x
Cn1c(=NC(=O)c2ccc3c(c2)OCCO3)sc2cc(S(C)(=O)=O)ccc21,-5%,-0.8%&-0.3%,-9%,14%&-1%,-2.2,0%,i,0%,2%&-1%
O=C(CSCc1ccc(F)cc1)NC1CCCC1,5%,-0.5%,8%,1%,-2.9,11%,i,-5%,0%
COc1cccc(C2=NOC(C(=O)Nc3cccc(C(C)=O)c3)C2)c1 (stereo not given),11%,-0.4%,8%,u,0.0,8%,i,1%,-2%
COc1cccc(N(C(=O)c2snc(C(N)=O)c2N)C(C(=O)NCC2CCCO2)c2ccc(F)cc2)c1 (stereo not given),-6%,-0.1%,2%,-1%,-0.7,11%,i,-2%,-1%
Cc1cc(C)cc(C(=O)NCC(=O)OCC(=O)NCc2ccco2)c1,-3%,0.1%,16%,0%,-3.1,11%,i,1%,-3%
COc1ccccc1CN1CCCC(CN(CCN(C)C)C(=O)c2ccc(C)cc2)C1 (stereo not given),12%,0.3%,4%,-2%,1.6,7%,i,2%,u
OC(COc1ccc(Cl)cc1)CN1CCN(c2ccccc2)CC1 (stereo not given),15%,2.8%,15%,-12%,-2.7,6%,i,-2%,1%
Cc1ccc(-n2c(-c3ccccc3)c[nH]c2=S)cc1,7%,4.3%,6%,u,-4.5,u,i,0%,-3%
CCOC(=O)c1c(CC(C)C)csc1NC(=O)COC(=O)C1=NNC(=O)CC1,-16%,0.3%,-3%,13%,-1.3,-4%,i,-1%,1%
CCCn1c2ccccc2c2cnn(CC(=O)NCc3cc(OC)ccc3OC)c(=O)c21,x,-0.4%,x,0%,x,26%,x,x,5%
COc1ccc(C2C3=C(CC(C)(C)CC3=O)Nc3nc(C)nn32)cc1OC (stereo not given),12%,-0.2%,19%,-4%,-17,6%,i,0%,1%
Cc1oc2ccc(Br)cc2c(=O)c1-c1nn[nH]n1,4%,2.0%,0%,12%,-1.1,-18%,i,2%,1%
Cn1c(O)c(N=Nc2ccccc2[N+](=O)[O-])c2ccccc21,9%,u,-3%,-13%,-5.1,u,i,1%,1%
COc1cc2c(cc1OC)C1=C(C#N)CN(CC(=O)O)CN1CC2,6%,5.5%,11%,-17%,-1.7,-22%,i,1%,4%
Cc1cc(C)c(S(=O)(=O)N2CCC(C(=O)NCc3ccncc3)CC2)c(C)c1,0%,-1.1%,5%,7%,-1.8,-17%,i,-1%,0%

Reformatted field by field: entries from further up.
COc1cc2c(cc1OC)C1=C(C#N)CN(CC(=O)O)CN1CC2
  EPAC2 ag = 6%	Nrf2 ARE act = 5.5%	EPAC2 antag = 11%	TGFb inhibitor = -17%	CCT modulator = -1.7	Nrf2 block = -22%	pAkt inh = i	MmCpn inh = 1%	A549 tox = 4%

Cn1c(=NC(=O)c2ccc3c(c2)OCCO3)sc2cc(S(C)(=O)=O)ccc21
  EPAC2 ag = -5%	Nrf2 ARE act = -0.8%&-0.3%	EPAC2 antag = -9%	TGFb inhibitor = 14%&-1%	CCT modulator = -2.2	Nrf2 block = 0%	pAkt inh = i	MmCpn inh = 0%	A549 tox = 2%&-1%

O=C(CSCc1ccc(F)cc1)NC1CCCC1
  EPAC2 ag = 5%	Nrf2 ARE act = -0.5%	EPAC2 antag = 8%	TGFb inhibitor = 1%	CCT modulator = -2.9	Nrf2 block = 11%	pAkt inh = i	MmCpn inh = -5%	A549 tox = 0%

Next section.
structure,EPAC2 ag,Nrf2 ARE act,EPAC2 antag,TGFb inhibitor,CCT modulator,Nrf2 block,pAkt inh,MmCpn inh,A549 tox
N#Cc1cnn2c(C(F)(F)F)cc(-c3ccccc3)nc12,1%,5.2%,5%,-10%,-0.2,u,i,-3%,0%
c1ccc(-c2cccc(-c3ccccc3)n2)cc1,9%,10.0%,8%,-20%,-0.1,u,i,2%,2%
CC1CC(C)CN(C(=O)C2CCN(C(=O)Nc3ccccc3)CC2)C1 (stereo not given),-18%,1.4%,-7%,1%,-2.0,3%,i,-1%,-2%
CC(=O)Nc1ccc(S(=O)(=O)NC2(c3ccccc3)C(=O)N(C)C(=O)N(C)C2=O)cc1,4%,-0.8%,10%,u,1.5,4%,i,x,1%
CCOC(=O)CSc1nc(-c2ccccc2)ns1,8%,2.4%,u,-2%,0.3,4%,i,0%,14%
CCOC(=O)c1c(S(=O)(=O)NCC(=O)Nc2ccc(OC)cc2)c(C)n(C)c1C,12%,0.3%,0%,-8%,-0.8,-2%,i,2%,2%
CCN=C(NCC)SC1CC(=O)N(c2cccc(OC)c2)C1=O (stereo not given),-2%,0.5%,-1%,7%,0.0,-2%,i,0%,0%[1.84 µM]
CCOC(=O)N1CCN(c2ccc([N+](=O)[O-])cc2F)CC1C (stereo not given),9%,1.5%,-9%,-36%,-3.9,u,i,-2%,-2%
Cc1cccc(CCNC(=O)C2CCCN(S(=O)(=O)c3ccc4c(c3)oc(=O)n4C)C2)c1 (stereo not given),x,-0.2%,x,u,x,-12%,x,x,0%
O=C(CN1CCN(C/C=C/c2ccccc2)CC1)NCc1ccc(Cl)cc1,5%,3.6%,5%,-2%,-4.1,-1%,i,1%,-4%
CCCS/C(N)=N/N=C/c1ccccc1O,6%,9.2%,1%[57.1 µM],-30%,-0.5,u,i,0%,-10%
O=C(Nc1ncn[nH]1)c1cccc(S(=O)(=O)N2CCOCC2)c1,8%,0.0%,2%,-9%,0.9,-8%,i,1%,0%
O=C(Cc1noc2ccccc12)Nc1ccc(Cl)cc1,7%,0.4%,1%,-22%,0.0,19%,i,2%,-3%
NS(=O)(=O)c1cc([N+](=O)[O-])ccc1NCc1cccnc1,8%,0.1%,0%,0%,-1.5,-8%,i,1%,-13%
O=C1CN(C(=O)CCN2CCOCC2)C(c2ccccc2)c2cc(Br)ccc2N1 (stereo not given),6%,4.2%,-2%,0%,-2.8,0%,i,0%,-2%
O=C(CC1NC(=O)NC1=O)Nc1ccccc1 (stereo not given),4%,-0.8%,-7%,0%,-0.7,-1%,x,0%,0%
Clc1cc(NCc2cccs2)ccc1N1CCOCC1,2%,0.2%,-5%,-18%,0.1,u,i,2%,-3%
CC#CCNCc1ccccc1,-2%,-0.6%,10%,5%,-1.7,36%,i,1%,11%
CN(C)c1ccc(/C=N/NC(=O)c2ccccn2)cc1,11%,-1.6%,-1%,10%,-0.7,u,i,-5%,-10%
COCCC1CCCCN1C(=O)c1cccc(OC2CCN(S(C)(=O)=O)CC2)c1 (stereo not given),1%,-1.1%,0%,-29%,-1.6,-26%,i,0%,2%
Cc1ccc2oc(=O)c3cc(C(=O)N4CCN(c5ccccc5F)CC4)sc3c2c1,x,0.4%,x,0%,x,6%,x,x,-6%
CC(=O)N[C@@H](Cc1c[nH]c2ccccc12)C(=O)NC1CCCc2ccccc21 (stereo not given in full),16%,0.2%,4%,15%,-1.3,-2%,i,4%,5%

Some of the compounds tested; rates above refer to the full screens.
